HSP90 inh: HSP90 inhibitors, primary screen, cell lysate, luminescence. Heat shock protein HSP 90 (rabbit reticulocyte lysate; luciferase refolding). Rabbit reticulocyte lysate, luciferase refolding luminescence, 3 h. inhibition, % at 5.6 µM. hit rate 0.91% among 290,000. AID 1789, 2009;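 active = inhibition above the screen-wide mean plus 3 SD, computed separately per campaign, cut at about 16% in these data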;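 also: 0% = DMSO wells and 100% = 60 µM geldanamycin wells; inhibitors lower the luminescence because luciferase stays unfolded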
KLF5 inhibitor: KLF5 expression inhibitors, primary screen, DLD-1 cells, luminescence; hit rate 0.23% among 290,000; inhibition, % at 5 µM; DLD-1 KLF5 promoter-luciferase reporter; AID 1700, 2009;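 active = inhibition above a per-plate limit of that plate's mean compound inhibition plus 3 SD, cut at about 60% in these data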;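 also: 0% = DMSO wells and 100% = LY294002 at 200 µM; higher means less KLF5 promoter-driven luciferase light; inactives centre near -14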
GSK3B inh: human GSK3beta kinase inhibitors, primary screen, biochemical, cell-free homogeneous, HTS; hit rate 0.038% among 300,000; activity score (negative = inhibition), % at 10 µM; GST-GSK3beta kinase, ADP-Glo luminescence, 60 min; active compounds read low; Glycogen synthase kinase-3 beta (Homo sapiens), P49841;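 active = more than half of replicate wells score below -50%, meaning over 50% inhibition versus plate controls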;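 also: 0% = median DMSO wells and -100% = median GW8510 positive control wells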
Target sequence (P49841 whole entry, looked up): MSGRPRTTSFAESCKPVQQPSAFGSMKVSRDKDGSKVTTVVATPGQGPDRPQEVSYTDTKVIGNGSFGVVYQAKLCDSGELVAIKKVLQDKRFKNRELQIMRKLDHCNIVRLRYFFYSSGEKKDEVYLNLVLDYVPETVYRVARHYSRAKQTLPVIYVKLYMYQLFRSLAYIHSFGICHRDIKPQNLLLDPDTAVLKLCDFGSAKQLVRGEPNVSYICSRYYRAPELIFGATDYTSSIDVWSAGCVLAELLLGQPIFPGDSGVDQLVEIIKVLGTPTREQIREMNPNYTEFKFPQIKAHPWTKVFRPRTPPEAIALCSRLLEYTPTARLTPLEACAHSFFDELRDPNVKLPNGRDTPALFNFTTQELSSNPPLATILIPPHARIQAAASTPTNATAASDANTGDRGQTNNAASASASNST
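test system = GST-tagged human GSK3beta kinase, cell-free | reagent = 25 µM ATP with peptide substrate | dosing = one dose of 10 µM per compound | schedule = 60 min reaction, RT | detection = luminescent ADP-Glo measurement of ADP formed | control set = DMSO neutral wells and GW8510 at 20 µM as positive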
HSF1 inh: HSF1 inhibitors in luciferase reporter cells, primary screen, cell-based, NIH3T3, luminescence | NIH3T3-HGL HSE-luciferase, MG132-induced, luminescence 8 h; active compounds read low | activity change, negative = inhibition, % at 7.5 µM (by protocol) | hit rate 0.77% among 300,000 | AID 2098, 2009;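 active = more than half of replicate wells show activity change below -50%, luminescence cut by over half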;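 also: luciferase reports HSF-1 transcriptional activity via heat shock element; 0% = median of DMSO wells and -100% = zero luminescence signal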
IEC-6 tox: cytotoxicity in IEC-6 intestinal epithelial cells, primary screen, cytotoxicity control for KLF5 inhibitor project, cell-based, luminescence. IEC-6 cytotoxicity, luminescence viability. inhibition, % at 5 µM. hit rate 0.78% among 290,000; in the data active = inhibition above about 22%;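 also: 0% = plate median of test compound wells and 100% = cytotoxic reference compound wells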
GSK3A inh: blockers of GSK3A enzyme activity – biochemical, luminescence, cell-free homogeneous, HTS, primary screen; inhibition, % at 10 µM; GSK-3 alpha kinase, ADP-Glo luminescence, 60 min; AID 2650, 2010; hit rate 0.1% among 320,000; Glycogen synthase kinase-3 alpha (Homo sapiens), P49840;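 in the data active = inhibition above about 50%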;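 also: GST-tagged GSK-3 alpha with peptide substrate and 25 µM ATP; 0% = DMSO neutral wells and 100% = GW8510 positive control wells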
Target sequence (P49840 whole entry, looked up): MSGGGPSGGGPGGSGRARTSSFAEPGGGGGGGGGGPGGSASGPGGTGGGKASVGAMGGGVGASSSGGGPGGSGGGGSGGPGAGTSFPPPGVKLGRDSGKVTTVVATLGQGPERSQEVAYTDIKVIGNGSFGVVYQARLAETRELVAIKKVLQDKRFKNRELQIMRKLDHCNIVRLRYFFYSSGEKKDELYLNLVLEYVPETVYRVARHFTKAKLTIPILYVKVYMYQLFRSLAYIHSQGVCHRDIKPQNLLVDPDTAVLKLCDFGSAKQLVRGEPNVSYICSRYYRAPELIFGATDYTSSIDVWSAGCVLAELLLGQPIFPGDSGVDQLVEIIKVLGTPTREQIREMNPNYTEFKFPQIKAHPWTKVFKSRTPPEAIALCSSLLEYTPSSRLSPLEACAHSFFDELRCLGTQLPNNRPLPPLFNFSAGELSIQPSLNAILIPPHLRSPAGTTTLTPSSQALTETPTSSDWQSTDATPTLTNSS
HSF1 activator: HSF-1 activators, primary screen, NIH3T3-HGL cells, MG132 stress, luminescence, single point. NIH3T3-HGL HSF-1 luciferase reporter, 8 h; 100% = twice DMSO control signal. activation, % at 9 µM. hit rate 1.7% among 300,000. AID 504408, 2011;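 active = mean replicate activation of at least 50% with a set share of replicates each reaching 50%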;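 also: 0% = median of the neutral control wells and 100% = twice that signal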
aSyn 5UTR inh: MLPCN primary screen, SNCA 5' untranslated region; hit rate 0.82% among 300,000; alpha-synuclein 5'UTR reporter, inhibitor activity; inhibition, % (tested at 7.5 µM); in the data active = inhibition above about 60%;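 also: H4 neuroglioblastoma cells stably carrying SNCA 5'UTR luciferase fusion; 0% = DMSO wells and 100% = positive control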
Platelet DG rel: inhibitors of platelet dense granule secretion, primary screen, cell-based, MLPCN, human platelets. inhibition, %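 (compounds screened at 7.5 µM in platelet-rich plasma)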. human platelet-rich plasma, SFLLRN dense granule ATP release, luminescence. hit rate 0.22% among 300,000;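 active = mean replicate score, as percent of positive control, at or above 50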
DYRK1A inh: rat Dyrk1A kinase inhibitors, primary screen, biochemical, single point, plate reader; Dual specificity tyrosine-phosphorylation-regulated kinase 1A (Rattus norvegicus), Q63470; ADP-Glo luminescence, NFATc1 peptide; inhibition, % at 12.5 µM; hit rate 0.43% among 310,000; in the data active = inhibition above about 50%;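 also: plate controls were vehicle with enzyme for no effect and no enzyme for full effect; many of its hits are not listed in these tables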
* = called active by the depositor; · = no result given. Not all compounds are listed. The share of hits here may be higher or lower than overall.

SMILES	HSP90 inh	KLF5 inhibitor	GSK3B inh	HSF1 inh	IEC-6 tox	GSK3A inh	HSF1 activator	aSyn 5UTR inh	Platelet DG rel	DYRK1A inh
Cn1ccnc1C(O)c1ccc(OCc2ccccc2)cc1 (centres undefined)	-2	-11	1	10	-5	1	10	-48	-34	1
CCCCNC(=O)C(c1ccc(OCC(=O)OC)c(C(=O)OC)c1)N(CCOC)C(=O)CCCCCN1C(=O)NC(c2ccc(-c3ccccc3)cc2)C(C(=O)OCc2ccccc2)=C1C (centres undefined)	·	·	-1	31	·	-1	41	8	3	·
C=CC(=O)NC(C)(C)CCN1CCOCC1	-1	-5	-3	-11	0	1	-1	6	5	-9
N#CC(=C1CCCC1)c1nc(-c2cc3ccccc3oc2=O)cs1	-5	-13	1	52	-8	-7	72*	-232	-10	-6
Cc1cc[n+](CC2OCc3ccccc3CO2)cc1	-5	-28	3	-3	-2	0	2	-2	6	-5
CSCCC(NC(=O)c1ccccc1Cl)C(=O)NNC(=O)c1ccccc1O (centres undefined)	·	·	2	-1	·	0	-3	-5	2	1
COc1ccc(C(=O)NCc2nnc(SCC(=O)NCCc3ccccc3)o2)cc1	3	-36	-3	2	-4	11	16	-16	-15	-4
COc1ccc(NC(=O)Cn2cccc2)cc1Cl	-1	-30	2	3	1	1	7	-4	-7	-1
COc1ccc(N(C(=O)c2snc(C(N)=O)c2N)C(CC(C)C)C(=O)NCC2CCCO2)cc1 (centres undefined)	-3	-2	·	-5	-8	-2	-5	-7	-4	-5
NC(=O)c1sc(-c2ccsc2)cc1NS(=O)(=O)c1ccc(C(F)(F)F)cc1	1	8	10	-2	3	9	15	-24	-37	·
O=C(c1ccc(Cl)s1)N1CCN(C23CC4CC(CC(C4)C2)C3)CC1	-6	-21	2	-5	-4	2	2	-5	14	4
CC1CCCC(C)N1C(=O)Cn1cc(C#N)c2ccccc21 (centres undefined)	3	9	-4	-3	7	-2	-7	8	4	-3
COc1cccc(CNC(=O)CCNS(=O)(=O)c2ccc3c(c2)oc(=O)n3C)c1	5	-27	1	0	4	-2	-3	-6	2	-3
COc1ccc(CNS(=O)(=O)c2ccc(S(=O)(=O)NC3CC3)cc2)cc1	-3	0	0	-4	1	-2	9	-22	4	1
CCn1c(=O)cc(OCC(=O)NCCCN2CCN(c3cccc(Cl)c3)CC2)c2ccccc21	5	-20	5	3	16	3	13	-13	4	-7
COc1ccc(C)cc1NC(=O)c1ccc2c(c1)OCO2	-2	-46	-1	2	7	·	-12	-57	1	-1
CCOc1ccc(NC(=O)COC(=O)C2(C)CC2(Cl)Cl)c([N+](=O)[O-])c1 (centres undefined)	-1	-16	3	-53*	0	2	-62	-9	0	-1
CCOC(=O)c1c(NC(=O)C2C3CCC(O3)C2C(=O)O)sc2c1CCCC2 (centres undefined)	0	-13	2	-3	-1	0	3	28	7	-3
Cc1ccc(S(=O)(=O)[N-]c2nc3ccccc3nc2-n2cc[n+](CCC(C)C)c2)cc1	3	-6	1	-6	5	1	20	-45	-10	-7
COc1ccc(N=C2NC(=O)CS2)c([N+](=O)[O-])c1	4	-6	8	3	1	-3	4	7	-2	0
CSCCC(NS(=O)(=O)c1ccc(C)cc1)C(=O)N1CCN(C(c2ccccc2)c2ccccc2)CC1 (centres undefined)	·	·	1	7	·	-4	12	-2	27	-10
Cc1ccc(CN2CCCOCCS2(=O)=O)cc1	-2	-17	-1	6	0	-1	2	1	4	1
Cc1cc(NC(=O)C2CC(=O)OC2c2ccccc2)no1 (centres undefined)	1	-5	-1	-2	2	-1	13	5	2	1
COc1ccc(OC2C(=O)N(Cc3ccc(F)cc3)C2c2ccc(OC)c(OC)c2)cc1 (centres undefined)	0	1	-2	2	4	-3	-10	17	4	-1
CC(=O)Nc1nc2ccc(S(=O)(=O)N3CCCC3)cc2s1	-2	-18	0	-3	-3	1	7	13	1	2
Continuation.
SMILES	HSP90 inh	KLF5 inhibitor	GSK3B inh	HSF1 inh	IEC-6 tox	GSK3A inh	HSF1 activator	aSyn 5UTR inh	Platelet DG rel	DYRK1A inh
Cc1cccc(CCN(C(=O)c2snc(C(N)=O)c2N)C(C(=O)NCC2CCCO2)c2ccc(F)cc2)c1 (centres undefined)	2	-3	2	15	-8	·	38	-22	4	5
C/C=C(/C)C(=O)OC1c2c(ccc3ccc(=O)oc23)OC(C)(C)C1OC(C)=O (centres undefined)	0	10	-2	4	-2	1	2	-11	2	6
COc1ccc(OC)c(C(=O)N2CCCC(Nc3ccc(F)cc3)C2)c1 (centres undefined)	-2	-28	2	-4	0	-1	2	0	25	·
COCCNC(=O)C(c1cccs1)N(C(=O)Cn1nnc2ccccc21)c1ccccc1 (centres undefined)	-3	-24	7	-6	-4	-2	7	7	-8	-10
O=C(NC1CCCCC1)C(c1ccco1)N(Cc1ccco1)C(=O)c1ccco1 (centres undefined)	1	-1	2	3	2	-1	10	10	3	5
CS(=O)(=O)Nc1ccc2[nH]c(=O)[nH]c2c1	-1	-38	1	1	-4	-6	2	-4	9	4
Cc1cc(C(=O)CCC(=O)Nc2ncccc2O)c(C)s1	·	·	1	6	·	-1	26	-45	3	1
O=C(NCCNc1ccc([N+](=O)[O-])cc1C(F)(F)F)c1cccc(F)c1	1	-15	0	0	9	0	1	14	5	1
CCCN1CN=C(NS(=O)(=O)c2ccc(C)cc2)NC1	1	16	·	-10	-1	-3	5	0	0	1
O=C(CSc1nccn1-c1ccc(F)cc1)NCc1ccc2c(c1)OCO2	0	-22	5	-4	-2	1	-9	13	10	2
Cc1nc(SCC(=O)N2CC(C)OC(C)C2)nc(C)c1C (centres undefined)	4	10	-2	-13	2	-2	7	-10	-2	10
Cc1ccc(C(=O)NCc2ccc3c(c2)OCO3)cc1	-1	-49	1	-7	-11	-2	-9	-20	-2	·
O=S(=O)(Cc1ccc(Cl)cc1)NCc1ccc2c(c1)OCO2	2	-4	0	-4	-3	-4	-9	4	-6	0
Cc1c(N2C(=O)C3C4C=CC(C5CC45)C3C2=O)c(=O)n(-c2ccccc2)n1C (centres undefined)	3	-20	5	-8	0	-1	-1	-18	3	-4
O=C1CSC(c2cccc([N+](=O)[O-])c2)N1CCc1ccccc1 (centres undefined)	3	-2	0	6	0	0	4	-5	0	11
CC(=O)Nc1ccc(NC(=O)CCc2ccc(C)o2)cc1	0	1	2	-10	6	-1	-11	-3	-18	-4
CCCNC(=O)/C=C/C(=O)O	1	-19	-3	-3	-3	-1	-2	9	-2	-2
CNC(=S)NNC(=O)c1sc2cc(C(F)(F)F)cnc2c1-c1cccnc1	3	-21	-1	-3	-1	2	-16	6	-4	0
c1ccc(COc2cccc(CN3CCc4ccccc4C3)c2)cc1	0	-9	-3	-5	-6	-3	6	4	-3	-2
COCCCNC(=O)c1cn(CCOC)c(=O)c2c1c1ccccc1n2C	-1	-42	2	2	-7	-1	5	12	14	4
COc1c(C)cc(S(=O)(=O)NCCN2CCOCC2)c(C)c1C	0	-43	-4	-8	-2	1	4	5	11	11
CCOc1ccccc1C(=O)NCC(=O)OCCCOC(=O)CNC(=O)c1ccccc1OCC	·	·	-1	8	·	1	-20	0	5	10
O=c1cc(O)c2sc(Nc3ccc(F)c(Cl)c3)nc2[nH]1	4	-6	-7	-2	-7	1	7	-5	5	1
Cc1ccc(S(=O)(=O)N2CCC(C(=O)C3C(=O)CC(C)(C)CC3=O)CC2)cc1	2	-30	1	-7	7	-3	2	-8	-1	1
COc1ccc2[nH]cc(CCNC(=O)CCC3CCCCC3)c2c1	-2	-27	1	3	-1	-11	14	10	-1	0

Printed as active in HSF1 inh (from the list above):
Compound,HSP90 inh,KLF5 inhibitor,GSK3B inh,HSF1 inh,GSK3A inh,HSF1 activator,aSyn 5UTR inh,Platelet DG rel,DYRK1A inh
CCOc1ccc(NC(=O)COC(=O)C2(C)CC2(Cl)Cl)c([N+](=O)[O-])c1 (centres undefined),-1,-16,3,-53*,2,-62,-9,0,-1

Next entries
SMILES	HSP90 inh	KLF5 inhibitor	GSK3B inh	HSF1 inh	IEC-6 tox	GSK3A inh	HSF1 activator	aSyn 5UTR inh	Platelet DG rel	DYRK1A inh
CC1(C)C(=O)OC(/C=C/c2cccc([N+](=O)[O-])c2)C(C)(C)C1=O (centres undefined)	-4	1	-3	0	-1	3	5	0	-6	3
CCc1noc(C)c1C(=O)Nc1ccc(F)c(F)c1	·	·	-1	1	·	0	-4	5	-5	-9
O=C(c1ccc(Cl)cc1Cl)C1(n2cncn2)Oc2ccccc2C1O (centres undefined)	-2	-16	2	10	-3	-1	16	-27	4	4
COc1ccc(N2CCN(C(=O)c3ccc4c(=O)n(CCc5ccc(OC)c(OC)c5)c(=O)[nH]c4c3)CC2)cc1	2	-11	1	6	2	-3	8	26	11	-3
COc1ccc(Nc2cc(=O)n(-c3ccccc3)c3c2c(=O)n(C)c(=O)n3C)cc1	-2	-6	2	7	1	0	24	-11	8	·
Cc1ccn(C)c(=N)c1	0	-16	4	-5	3	-1	1	-11	1	0
CCOC(=O)C1=C(COC(=O)c2cccc(Cl)c2)NC(=O)NC1C (centres undefined)	-6	4	-4	14	2	3	23	17	6	16
O=C(Cc1c(F)cccc1Cl)Nc1cccnc1	4	-18	-5	-6	-1	-2	-9	14	6	8
O=C(NCCCn1ccnc1)/C(=C/c1ccco1)NC(=O)c1ccccc1	-1	-25	1	18	-2	-2	62*	7	2	0
CCC(c1ccccc1)c1nc(-c2ccccn2)no1 (centres undefined)	-1	-10	3	-1	-4	-1	9	-14	3	-6
CN1CCN(CC(O)COc2ccc(Cl)cc2)CC1 (centres undefined)	1	-6	-1	-5	0	-1	-5	-12	0	2
CCS(=O)(=O)c1nc(S(=O)(=O)c2ccc(Cl)cc2)c(N2CCc3ccccc3C2)s1	-1	0	-6	1	-4	-3	7	-48	13	-1
Cc1noc(C)c1C(=O)N1CCN(Cc2ccc3c(c2)OCO3)CC1	0	-45	-2	-4	2	-1	15	16	5	5
CCOC(=O)N1CCC(NC(=O)CC(NS(=O)(=O)c2ccc(Cl)cc2)c2ccco2)CC1 (centres undefined)	0	0	1	-1	-7	-1	11	5	8	5
COc1ccc(NC(=S)NC2CCN(Cc3ccccc3)CC2)cc1OC	3	-23	-5	-4	2	-2	-8	7	0	0
O=C(Cn1cnc2c(nnn2Cc2ccccc2F)c1=O)NCC1CCCO1 (centres undefined)	-1	-15	0	2	-4	-1	-1	25	-1	-3
CC1(C)CC(C(CCN(Cc2ccccc2)C(=O)c2ccco2)c2ccc(F)cc2)CCO1 (centres undefined)	3	-4	-2	14	-1	-2	44	31	-1	2
